From PubChem
F508del corr: correctors of CFTR F508del function in bronchial epithelial cells; CFBE cells, YFP halide quenching; stimulated with forskolin plus potentiator P3; % fluorescence drop versus neutral controls; activity (quench increase), % at 7.58 µM; actives 0.36% (n = 350,000); AID 720511;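 active = mean added fluorescence quench of at least 8% versus neutral control, with both replicates also reaching 8%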;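 note: cells transiently co-express mutant CFTR-F508del with the halide-sensitive YFP; corrector assay measuring rescue of mutant channel to the surface after 24 h compound exposure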
ERAP1 inh: ERAP1 (human) enzyme inhibition; Q9NZ08; recombinant ERAP1, Leu-AMC fluorescence, 60 min; inhibition, % at 10.7 µM; actives 0.15% (n = 340,000); AID 652197;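 active = mean replicate inhibition of at least 30%, or all replicates individually reaching that 30% level; inactive = mean below 30% and not every replicate reaching it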;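 note: 0% = neutral control wells and 100% = L-leucinethiol positive control wells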
esBAF inh: blocks esBAF chromatin remodeling in mouse ES cells | Bmi1-luciferase knock-in reporter, 24 h; 100% = twice the neutral-well signal | reporter increase, % at 12.5 µM | actives 2% (n = 350,000); in the data active = activation above about 40%;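 note: 0% = median of the plate's neutral control wells and 100% = double that signal; a rise in the Bmi1 reporter signal indicates esBAF inhibition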
ARNT TACC3 PPI: disruptors of human ARNT/TACC3 interaction. Q9Y6A5. AID 623870. actives 0.66% (n = 390,000). AlphaScreen His-ARNT PAS-B/GST-TACC3 binding, luminescence; TACC3 fragment carries E629A point mutation. inhibition, % at 9.99 µM;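 active = mean inhibition of replicates at least 50% and at least half of replicates each reaching 50%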;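 note: 0% = complete ARNT plus TACC3 wells and 100% = ARNT alone without TACC3; many hits fall short of the cut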
RAD54 branch: RAD54 (human) branch migration inhibition; actives 0.14% (n = 360,000); RAD54 Holliday junction branch migration, FAM/BHQ fluorescence; inhibition, % at 10.4 µM;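 active = mean normalized replicate activity at least 40 and at least half of replicates scoring 40 or more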;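 note: 0% = median of neutral control wells and 100% = median of positive control wells; inhibitors cause a drop in the FAM fluorescence signal; in these data hits start at about 50%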
Target sequence (Q92698 whole entry, looked up): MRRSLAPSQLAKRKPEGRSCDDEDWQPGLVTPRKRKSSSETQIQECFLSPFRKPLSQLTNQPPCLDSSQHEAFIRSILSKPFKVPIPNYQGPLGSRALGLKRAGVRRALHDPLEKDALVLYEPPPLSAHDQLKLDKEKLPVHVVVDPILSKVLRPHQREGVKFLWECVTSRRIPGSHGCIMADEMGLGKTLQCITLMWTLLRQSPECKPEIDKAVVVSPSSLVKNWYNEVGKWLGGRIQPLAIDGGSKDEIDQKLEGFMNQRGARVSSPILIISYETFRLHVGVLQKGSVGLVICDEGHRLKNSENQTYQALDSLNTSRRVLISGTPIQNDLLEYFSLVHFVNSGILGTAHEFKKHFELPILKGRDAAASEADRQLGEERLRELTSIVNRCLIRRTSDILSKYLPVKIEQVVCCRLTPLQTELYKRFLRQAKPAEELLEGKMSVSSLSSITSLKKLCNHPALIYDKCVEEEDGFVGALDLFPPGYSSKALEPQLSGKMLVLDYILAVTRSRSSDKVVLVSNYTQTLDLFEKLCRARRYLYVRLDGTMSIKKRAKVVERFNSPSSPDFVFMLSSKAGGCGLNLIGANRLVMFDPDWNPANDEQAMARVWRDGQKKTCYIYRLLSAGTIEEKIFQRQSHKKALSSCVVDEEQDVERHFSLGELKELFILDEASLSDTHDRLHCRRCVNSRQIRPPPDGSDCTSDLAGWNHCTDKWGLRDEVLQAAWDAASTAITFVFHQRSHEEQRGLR
XiGFP reactiv: reactivates the inactive X chromosome in mouse fibroblasts; XiGFP mouse fibroblasts, % GFP-positive cells imaging, 3 d; cells co-treated with 5-aza-dC sensitizer; scaled so ellipticine positive control = 100%; AID 743238; actives 0.055% (n = 360,000); activation, % at 7.58 µM;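 active = mean normalized replicate activation at least 10% and every replicate at or above 10%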;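 note: 0% = median of on-plate neutral control wells and 100% = ellipticine 6 µM median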
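Assay system: SV40-immortalized XiGFP fibroblast cells, line 68-5-11; buffer or medium: DMEM plus 5-aza-dC sensitizer; compound: one concentration, pinned; timing: compounds 3 days, fix/stain 15 min at room temperature; benchmarks: positive control ellipticine, 6 µM final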
RAD52 inh: blocks human RAD52 DNA annealing. recombinant RAD52 DNA annealing, FRET fluorescence. inhibition, % at 18.7 µM. P43351. actives 0.46% (n = 360,000);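 active = every replicate showing at least 50% inhibition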
INS-1E GSIS act: primary screen for activators of insulin secretion dependent on glucose, INS-1E cells, GLuc reporter luminescence; INS-1E GLuc reporter insulin secretion, 2-3 h; activation, % at 16.6 µM; actives 0.61% (n = 370,000); AID 743287;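 active = lowest replicate activation of at least 40%, so every replicate reaches that level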;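 note: 0% = median of neutral control wells and 100% = median of IBMX positive control wells; some compounds called inactive have numbers as strong as hits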
Numbers without * were called inactive; . = not tested or not shown.

Letters: A = F508del corr; B = ERAP1 inh; C = esBAF inh; D = ARNT TACC3 PPI; E = RAD54 branch; F = XiGFP reactiv; G = RAD52 inh; H = INS-1E GSIS act
> C/C(=N\NC(=O)Cc1csc(N2CCOCC2)n1)c1ccc(Cl)c(Cl)c1
  A: 4.0; B: 0.7; C: 11.2; D: 1.5; E: 4.6; F: 0.0; G: 7.6; H: -32.0

> COc1ccc(F)cc1C(=O)C1CCCN(Cc2cccn2-c2cccnc2)C1 (stereo unspecified)
  A: -0.9; B: 4.2; C: -13.1; D: 4.9; E: .; F: 3.6; G: -15.3; H: 0.2

> O=C(NCc1cccc(Cl)c1)C1=CC=CN2CCS(=O)(=O)N=C12
  A: -5.0; B: 1.7; C: -8.0; D: -15.3; E: -5.0; F: 0.1; G: -12.8; H: 2.4

> COc1ccc(-c2csc(-c3cccs3)n2)cc1OC
  A: -0.5; B: 1.2; C: .; D: -1.6; E: .; F: 0.1; G: -19.2; H: 80.7

> OCCSc1nc(N2CCOCC2)nc(N2CCOCC2)n1
  A: .; B: 6.3; C: .; D: 1.3; E: .; F: 0.0; G: -22.4; H: 8.5

> C=CCn1c(O)c(C2=c3ccccc3=NC2=O)c2ccccc21
  A: -15.0; B: 0.2; C: 2.9; D: -18.4; E: -0.1; F: 0.0; G: -6.3; H: -8.1

> CCCCn1c(N)c(N(CC(C)C)C(=O)c2cccc(OCc3ccccc3)c2)c(=O)[nH]c1=O
  A: 0.3; B: 3.2; C: -3.4; D: -3.1; E: 9.6; F: 0.1; G: -9.5; H: 31.0

> COC(=O)C[C@H]1C[C@H]2c3cc(NC(=O)C4CCC4)ccc3O[C@H]2[C@@H](CO)O1
  A: -1.9; B: -0.1; C: 5.3; D: -2.7; E: -0.7; F: -0.1; G: -3.6; H: 7.0

> O=C(N[C@@H]1C=C[C@H](CC(=O)N2CCOCC2)O[C@@H]1CO)c1cccc(F)c1
  A: -0.1; B: -1.7; C: -4.9; D: -10.1; E: -1.7; F: 0.1; G: 0.0; H: -5.0

> CCc1ccccc1NC(=O)COc1ccc(N2CC(C(N)=O)CC2=O)cc1 (stereo unspecified)
  A: 0.7; B: -5.5; C: 1.2; D: 1.9; E: -0.8; F: 0.3; G: -3.3; H: -8.3

> COCCNC(=O)C(=O)N/N=C(\C)CC(=O)Nc1ccc(Cl)cc1Cl
  A: -2.1; B: -0.4; C: .; D: 0.5; E: .; F: 0.0; G: 0.6; H: -13.7

> Cc1ccc(C(CNC(=O)c2ccc(Br)o2)N2CCN(C)CC2)cc1 (stereo unspecified)
  A: -0.5; B: 0.0; C: 7.4; D: -0.3; E: 3.6; F: 0.2; G: -7.2; H: 0.0

> Nn1c(=S)[nH]nc(Cc2ccc(O)cc2)c1=O
  A: .; B: -1.7; C: .; D: -5.6; E: .; F: 0.0; G: -6.7; H: -0.6

> Cc1ccc2c(c1)c1c(n2CC(O)Cn2c(C)nc3ccccc32)C(=O)CCC1 (stereo unspecified)
  A: -2.2; B: 0.5; C: -4.7; D: -0.6; E: -4.8; F: 0.0; G: 17.8; H: .

> O=C(Cn1c(-c2ccccc2)c[n+]2ccsc12)c1ccc(Br)cc1
  A: -1.5; B: 4.1; C: 3.6; D: -4.0; E: 3.9; F: 0.0; G: -5.9; H: 21.3

> COc1cc(CSC)nc(-c2ccccc2)n1
  A: -1.0; B: 11.5; C: -0.9; D: 7.3; E: 2.9; F: 0.0; G: -4.4; H: -3.0

> C=CCNC(=O)c1ccc(C)c(Br)c1
  A: .; B: .; C: 1.2; D: -2.4; E: -2.8; F: .; G: .; H: 10.3

> COc1ccc(NC(=S)N2CCC(C(O)(c3ccccc3)c3ccccc3)CC2)cc1
  A: .; B: .; C: .; D: 12.4; E: -12.4; F: 0.1; G: .; H: -25.8

> O=C(NCCN1CCC(n2c(=O)[nH]c3ccccc32)CC1)c1cccnc1
  A: 2.6; B: -3.5; C: .; D: .; E: .; F: 0.4; G: -17.8; H: 11.0

> CCc1c(C(=O)NCc2cnn(C)c2)csc1C
  A: 1.0; B: -4.0; C: -5.7; D: 0.3; E: -12.3; F: .; G: -5.4; H: 22.3

> Cc1cccc(C)c1NC(=O)CNC(=O)Cc1c[nH]c2ccccc12
  A: 1.6; B: -0.5; C: 3.9; D: -22.7; E: 15.3; F: 0.0; G: -8.2; H: -13.4

> COc1ccccc1CNC(=O)C1CCN(S(=O)(=O)N2CCCCC2)CC1
  A: 2.4; B: -2.1; C: -6.1; D: -18.6; E: -4.7; F: .; G: -9.1; H: -0.5

> CCOCCn1c(N2CCN(c3ccc(OC)cc3)CC2)nc2c1c(=O)[nH]c(=O)n2C
  A: .; B: 2.0; C: 2.6; D: 3.6; E: 6.2; F: .; G: -0.4; H: 3.8

> C[C@H](NC(=O)C[C@@H]1CC[C@H](NC(=O)C2CCOCC2)[C@@H](CO)O1)c1ccccc1
  A: -0.8; B: 1.1; C: 7.3; D: -3.5; E: -1.7; F: 0.2; G: -2.8; H: -1.0

> CCOc1ccccc1N1CC(C(=O)NCCC2=CCCCC2)CC1=O (stereo unspecified)
  A: -0.5; B: -7.8; C: 46.0*; D: -3.3; E: -18.2; F: -0.1; G: -4.3; H: 9.3

> CCCC(C(=O)NC(C)(C)C)N(Cc1ccccc1Cl)C(=O)c1snc(C(N)=O)c1N (stereo unspecified)
  A: 1.1; B: -0.6; C: -6.8; D: -14.1; E: -0.3; F: 0.0; G: -4.5; H: -33.1

> CN1C(=O)c2cc(NC(=O)Nc3ccccc3Cl)ccc2OC[C@@H]2O[C@H](CC(=O)O)CC[C@H]21
  A: -2.5; B: .; C: -2.5; D: -5.5; E: -1.6; F: 0.0; G: .; H: 2.7

> Cc1cc(=O)[nH]c2c1c(C)nn2C1CCCCC1
  A: -2.2; B: 7.4; C: -7.8; D: -13.4; E: 11.3; F: .; G: -2.9; H: 3.3

> COc1ccc(CN2[C@H](CO)[C@@H]3c4ccccc4N(C(=O)Nc4ccccc4)C[C@@H]32)cc1
  A: -1.7; B: 4.1; C: 7.9; D: -0.4; E: -4.4; F: 0.4; G: -2.0; H: 4.5

> CCC(=O)N1[C@H](CO)[C@@H](c2ccc(-c3ccc(C#N)cc3)cc2)C12CN(C(C)=O)C2
  A: 1.5; B: 1.9; C: .; D: .; E: .; F: 0.3; G: -10.3; H: 25.2

Another view of part of the listing above:
SMILES: O=C(NCCN1CCC(n2c(=O)[nH]c3ccccc32)CC1)c1cccnc1
  F508del corr: 2.6	ERAP1 inh: -3.5	esBAF inh: .	ARNT TACC3 PPI: .	RAD54 branch: .	XiGFP reactiv: 0.4	RAD52 inh: -17.8	INS-1E GSIS act: 11.0
SMILES: CCc1c(C(=O)NCc2cnn(C)c2)csc1C
  F508del corr: 1.0	ERAP1 inh: -4.0	esBAF inh: -5.7	ARNT TACC3 PPI: 0.3	RAD54 branch: -12.3	XiGFP reactiv: .	RAD52 inh: -5.4	INS-1E GSIS act: 22.3
SMILES: Cc1cccc(C)c1NC(=O)CNC(=O)Cc1c[nH]c2ccccc12
  F508del corr: 1.6	ERAP1 inh: -0.5	esBAF inh: 3.9	ARNT TACC3 PPI: -22.7	RAD54 branch: 15.3	XiGFP reactiv: 0.0	RAD52 inh: -8.2	INS-1E GSIS act: -13.4
SMILES: COc1ccccc1CNC(=O)C1CCN(S(=O)(=O)N2CCCCC2)CC1
  F508del corr: 2.4	ERAP1 inh: -2.1	esBAF inh: -6.1	ARNT TACC3 PPI: -18.6	RAD54 branch: -4.7	XiGFP reactiv: .	RAD52 inh: -9.1	INS-1E GSIS act: -0.5

Other structures
Letters: A = F508del corr; B = ERAP1 inh; C = esBAF inh; D = ARNT TACC3 PPI; E = RAD54 branch; F = XiGFP reactiv; G = RAD52 inh; H = INS-1E GSIS act
> O=C(NCCCN1CCCCC1)c1ccc(CS(=O)c2ccc(F)cc2)o1 (stereo unspecified)
  A: 1.8; B: 1.0; C: -0.7; D: 0.9; E: -7.1; F: 0.0; G: -2.3; H: 33.4

> O=C(Nc1ccc(F)cc1)N[C@@H]1CC[C@@H](CCNS(=O)(=O)c2ccccc2F)O[C@@H]1CO
  A: -0.1; B: 0.2; C: 0.4; D: -11.6; E: -5.7; F: 0.0; G: -14.6; H: -11.9

> Cc1ccccc1NC(=O)Cn1nnc(C(=O)NCc2ccco2)c1N
  A: 1.6; B: -0.9; C: -6.9; D: 0.3; E: .; F: 0.1; G: -7.3; H: 4.9

> Cc1cc(C)cc(OCCNC(=O)c2cc(S(=O)(=O)N3CCOCC3)ccc2F)c1
  A: -0.1; B: -6.3; C: -2.3; D: -0.1; E: -5.4; F: 0.0; G: -26.1; H: -17.0

> NNC(=O)c1cc(-c2cccs2)nc2ccccc12
  A: -2.7; B: .; C: .; D: -2.8; E: .; F: -0.1; G: -4.3; H: 6.3

> COc1cc2c(cc1OC)-c1cc(Nc3ccc(C(=O)O)cc3)nc(=O)n1CC2
  A: 3.0; B: 3.6; C: 1.7; D: 46.3*; E: -14.3; F: 0.0; G: -69.4; H: -8.4

> CC(C)NC(=O)N(C)C[C@H]1Oc2ncc(C#Cc3ccccc3F)cc2C(=O)N([C@@H](C)CO)C[C@@H]1C
  A: 1.3; B: -2.6; C: -4.5; D: 4.1; E: 7.7; F: -0.9; G: -7.8; H: 0.8

> CC(C)NC(=O)N1[C@@H](C#N)[C@H](c2ccc(-c3ccc(F)cc3)cc2)[C@@H]1CO
  A: 0.0; B: 0.1; C: 12.4; D: 6.7; E: -14.0; F: 0.0; G: -7.4; H: -12.8

> CC(C)C(=O)Nc1ccc2c(c1)C(=O)N(C)[C@@H]1CC[C@@H](CC(=O)NCc3ccccc3)O[C@H]1CO2
  A: 1.8; B: -0.1; C: 0.2; D: -1.3; E: -1.3; F: 0.0; G: 17.3; H: -9.7

> CC(=O)N1[C@H](CO)[C@H](c2ccc(-c3cccnc3)cc2)[C@@H]1CNC(=O)C1CCC1
  A: -0.6; B: 2.5; C: .; D: .; E: .; F: 0.1; G: -9.1; H: -3.9

> Cn1ncc(Br)c1N1C(=O)CCC1=O
  A: 1.3; B: .; C: .; D: 0.4; E: 1.6; F: 0.1; G: 7.1; H: 0.4

> CCOC(=O)c1nsnc1NCCSC(=N)N
  A: 0.2; B: 1.3; C: -2.6; D: 0.5; E: .; F: 0.4; G: -8.1; H: -4.7

> COc1ccccc1-c1coc2cc(OC(=O)N3CCOCC3)ccc2c1=O
  A: 2.5; B: -0.3; C: 31.9; D: .; E: 3.6; F: 0.3; G: -8.0; H: 11.4

> CC1=C(C(=O)N2CCN(C(=O)c3ccco3)CC2)C2(CCC(C)CC2)OC1=O (stereo unspecified)
  A: -2.9; B: .; C: -6.1; D: -5.8; E: -1.4; F: 0.2; G: -13.1; H: -1.0

> Cn1cnc(S(=O)(=O)N[C@@H]2CC[C@H](CC(=O)NCC3CC3)O[C@H]2CO)c1
  A: -0.6; B: -1.3; C: -3.5; D: -5.9; E: 2.0; F: 1.0; G: -4.8; H: 11.7

> COc1ccc(S(=O)(=O)N2CCN(c3c(C)cccc3C)CC2)cc1OC
  A: -7.2; B: .; C: -5.1; D: 4.5; E: -8.7; F: 0.3; G: -5.2; H: 12.0

> CCS(=O)(=O)N1CC(=O)N2[C@H](CO)[C@@H](c3ccc(C#CCC(C)C)cc3)[C@H]2C1
  A: 5.5; B: 5.4; C: .; D: .; E: .; F: 0.1; G: 2.8; H: 4.5

> COc1ccc(CCNC(=O)C23CCC(C)(C(=O)C2Br)C3(C)C)cc1OC (stereo unspecified)
  A: 0.1; B: 5.9; C: .; D: 49.3*; E: .; F: 0.0; G: -3.6; H: -6.3

> Cc1cc(NC(=O)c2ccccc2F)cc(C)c1OCC(=O)N1CCOCC1
  A: -2.1; B: -2.8; C: 10.5; D: -8.0; E: -6.8; F: 0.0; G: 4.0; H: -13.7
